procasp3 activ – activators of human procaspase-3; activation, % at 8.5 µM; recombinant procaspase-3 D3A, Ac-DEVD-pNA absorbance 405 nm; 330,000 compounds, 0.11% hits; AID 463141; P42574;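 active means activation above the mean of all tested compounds plus 3 SD, cut at about 21% in these data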;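 further: 0% = DMSO alone and 100% = DMSO wells spiked with extra 5 µM PC-3 D3A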
Target sequence (P42574 whole entry D9A/D28A/D175A): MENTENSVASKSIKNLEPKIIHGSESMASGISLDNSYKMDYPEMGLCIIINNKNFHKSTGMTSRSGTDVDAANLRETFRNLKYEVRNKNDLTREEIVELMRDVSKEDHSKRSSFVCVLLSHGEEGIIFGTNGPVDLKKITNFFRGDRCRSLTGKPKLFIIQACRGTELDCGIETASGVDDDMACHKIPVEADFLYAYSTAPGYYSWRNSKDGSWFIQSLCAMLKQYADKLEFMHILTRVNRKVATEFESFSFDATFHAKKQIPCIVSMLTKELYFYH
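System: Procaspase-3 D3A mutant. Medium: Zinc-free 300 mM NaCl, 50 mM HEPES, 0.01% Triton X-100. Schedule: 1 h preincubation plus 2 h reaction at 25 °C. Measured by: 405 nm absorbance of p-nitroaniline, reads at 0 and 120 min. Read-out: percent activation relative to control range.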
AHR act – activates the human aryl hydrocarbon receptor. AHR-responsive luciferase reporter cells, luminescence. activation, % at 5 µM. 320,000 compounds, 2.5% hits. AID 2796; in the data active means activation above about 47%;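 further: 0% = vehicle wells and 100% = reference agonist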
CTSL1 counter – blocks F. hepatica cathepsin L1 in PFM18AAP counter-screen | recombinant F. hepatica cathepsin L1, Z-Leu-Arg-MCA fluorescence | inhibition, % at 5.96 µM | 300,000 compounds, 0.49% hits;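 active means inhibition above the mean of all tested compounds plus 3 SD, set per screening campaign, cut at about 17% in these data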;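 further: 0% = plate median of test compound wells and 100% = 1 µM Z-Phe-Ala-diazomethylketone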
TPT1 inhibitor – C. albicans TPT1 enzyme inhibition | 300,000 compounds, 0.81% hits | inhibition, % at 5 µM | recombinant caTPT1, FP RNA substrate dephosphorylation;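 active means inhibition above the mean of all tested compounds plus 3 SD, set per screening campaign, cut at about 24% in these data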;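 further: plate controls were DMSO alone for no effect and ferristatin control at 100 nM for full effect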
PAFAH2 FP inh – inhibitors of human PAFAH2; inhibition, % at 3.39 µM; Q99487; recombinant PAFAH2, FP-rhodamine activity probe, fluorescence polarization; 340,000 compounds, 0.99% hits;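 active means inhibition above the mean over all tested compounds plus 3 SD, cut at about 30% in these data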;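 further: inhibitors block probe labeling of enzyme so polarization drops; 0% = enzyme with DMSO and 100% = wells lacking PAFAH2 protein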
proCasp7 act – counter-screen for procaspase-3 activators: activators of human procaspase-7. P55210. recombinant procaspase-7, Ac-DEVD-pNA absorbance 405 nm; D23A/D198A/D206A triple mutant, cannot self-cleave; scale: DMSO 0, 5 µM enzyme 100. activation, % at 8.5 µM. 330,000 compounds, 0.093% hits;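 active means percent activation above the screen-wide mean plus 3 SD, cut at about 25% in these data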
Target sequence (P55210 whole entry D23A/D198A/D206A): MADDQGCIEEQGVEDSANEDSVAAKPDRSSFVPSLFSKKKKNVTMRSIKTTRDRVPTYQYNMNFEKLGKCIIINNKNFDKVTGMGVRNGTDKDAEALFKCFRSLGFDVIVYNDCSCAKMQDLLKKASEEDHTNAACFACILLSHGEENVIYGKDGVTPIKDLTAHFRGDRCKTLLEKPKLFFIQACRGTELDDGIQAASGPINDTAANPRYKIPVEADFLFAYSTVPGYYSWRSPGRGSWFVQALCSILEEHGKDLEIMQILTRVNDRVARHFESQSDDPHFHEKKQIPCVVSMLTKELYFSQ
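Replicates: singlicate. Assay system: Procaspase-7 triple mutant (PC-7 D3A). Signal: 405 nm absorbance of p-nitroaniline. Times: 1 h preincubation, 2 h reaction. Buffer or medium: Zinc-free HEPES pH 7.4 with 300 mM NaCl, 0.01% Triton X-100. Also added: DEVD-pNA substrate. Benchmarks: DMSO wells as 0%, DMSO with 5 µM added PC-7 as 100%.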
PP1 inh – blocks human PP1-alpha phosphatase, a PP5 counter-screen. inhibition, % at 6.7 µM. purified PP1alpha, OMFP fluorescence. 320,000 compounds, 0.9% hits;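 active means inhibition above the mean inhibition of all tested compounds plus 3 SD, computed separately for each screening campaign, cut at about 15% in these data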
Target sequence (P62136 whole entry, looked up): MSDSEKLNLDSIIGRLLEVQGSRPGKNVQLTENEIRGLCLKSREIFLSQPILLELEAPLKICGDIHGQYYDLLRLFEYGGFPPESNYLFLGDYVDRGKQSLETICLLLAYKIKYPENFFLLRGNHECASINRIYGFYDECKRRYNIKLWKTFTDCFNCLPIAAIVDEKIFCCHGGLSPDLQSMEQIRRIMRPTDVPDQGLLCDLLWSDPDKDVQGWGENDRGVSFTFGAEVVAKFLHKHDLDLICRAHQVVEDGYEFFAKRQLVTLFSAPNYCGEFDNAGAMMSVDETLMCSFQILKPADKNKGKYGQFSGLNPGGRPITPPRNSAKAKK
core dimer inh – HCV core protein dimerization inhibition | TR-FRET GST/Flag-core106 dimerization, 1536-well | inhibition, % at 5 µM | 300,000 compounds, 0.33% hits | AID 1899;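 active means inhibition above the mean of all tested compounds plus 3 SD, set per screening campaign, cut at about 45% in these data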
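assay system = GST-tagged and Flag-tagged HCV core protein residues 1-106 | controls = unlabelled core106 and no-GST-core106 wells | incubation = compound-protein-antibody incubation 4 h at 22.5 °C | probe or stimulus = Eu donor and XL665 acceptor anti-tag antibodies | read-out = % inhibition based on acceptor/donor emission ratio | signal = TR-FRET 671 and 617 nm emission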
PP5 inh – inhibitors of human protein phosphatase 5 (PP5) | purified PP5c, OMFP substrate fluorescence | inhibition, % at 6.7 µM | P53041 | 320,000 compounds, 0.18% hits | AID 1987;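 active means inhibition above the campaign's mean inhibition across all tested compounds plus 3 SD, cut at about 9.5% in these data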;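 further: 0% = DMSO only and 100% = 100 µM cantharidin control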
* marks the source's active call; other numbers are inactive results; x = no result given.

canonical_smiles	procasp3 activ	core dimer inh	PP1 inh	PP5 inh	TPT1 inhibitor	AHR act	PAFAH2 FP inh	proCasp7 act	CTSL1 counter
Clc1ccc(-c2noc(CN3CCN(c4ccccc4)CC3)n2)cc1	14	0	1	2.0	-5	1	-2	3	0
CC(=O)N/C(=C\c1cccc([N+](=O)[O-])c1)C(=O)NC(C)C	-10	6	-2	-3.5	0	7	8	-6	-1
Cc1ccc(N/C(CSC(N)=O)=N\S(=O)(=O)c2ccc(C)cc2)cc1	0	-5	-1	-0.4	1	3	-6	-7	-5
CCOc1ccc2nc(NCCCNS(=O)(=O)c3ccc(C)cc3)c(C#N)cc2c1	8	5	-2	2.9	3	7	-9	0	0
O=C(CCSc1ccc(Cl)cc1)N1CCOCC1	1	0	2	-1.2	-7	2	-7	12	2
Cc1ccc(C(=O)N/C(=C/c2cccnc2)C(=O)N2CCCCCC2)cc1	-1	-4	-2	0.1	1	6	-2	0	0
NC(=O)CSc1nnc2sc3ccccc3n12	-4	-12	0	0.0	-2	5	-3	-1	5
O=C(COc1ccc2c(-c3ccccc3)cc(=O)oc2c1)NCCN1CCOCC1	-3	2	-5	-1.0	-1	2	-11	-4	0
CC1CCC2(CC1)SCC(=O)N2c1ccc(F)cc1 (stereo unspecified)	1	-8	1	4.4	-6	11	-3	1	4
O=c1c2ccccc2[nH]c(=S)n1Cc1ccc2c(c1)OCO2	1	-1	-3	-1.2	-3	4	11	3	2
Cc1nccn1CC(O)COC1CCCCC1 (stereo unspecified)	-4	-1	-3	3.0	0	7	1	-4	-2
CCNC(=S)Nc1ccc(OCc2nc3ccccc3s2)cc1	-15	3	2	2.1	2	44	0	-5	0
Cc1ccc(NC(=O)COc2ccc(C(=O)NCCc3ccccc3)cc2)cc1	7	0	-3	1.9	-6	2	x	6	3
Cn1c(SCC(=O)Nc2ccc(N3CCOCC3)cc2)nnc1-c1ccco1	0	-13	-2	0.6	-1	7	-1	4	0
CCc1c(C)sc(NC(=O)c2cc(-c3ccco3)on2)c1C#N	-7	0	-2	-1.3	-1	-2	22	-2	3
CNC(=O)c1cc2cc(Br)ccc2s1	4	0	-2	-1.4	3	-2	10	9	-4
Cc1cc(=O)c2c(C)ccc(C)c2[nH]1	2	5	-3	-0.7	0	2	5	5	3
Cc1nn(C)c(C)c1S(=O)(=O)N(CC(=O)N1CCc2ccccc21)c1ccc(C(C)C)cc1	12	7	-2	1.4	-3	1	-8	0	-1
Cc1ccccc1/C=C1\Sc2ccc(C(=O)N3CCN(c4ccccn4)CC3)cc2N(C)C1=O	7	-1	9	3.0	-3	2	0	-5	5
CCN(CC)S(=O)(=O)c1ccc(-c2ccc(S(=O)(=O)N(CC)CC)cc2)cc1	3	11	1	2.6	1	-1	-7	2	4
Cc1cccc(NC(=O)/C(C#N)=C\c2cc(C)n(-c3ccc(C(=O)O)cc3)c2C)c1	4	1	1	1.2	-3	-13	12	-5	2
COCCN(C(=O)c1ccccc1OC)c1nnc(C)s1	0	3	-5	-0.7	0	9	-1	2	2
CC1(C)CC(=O)C2=C(C1)OC(N)=C(C#N)C21C(=O)N(Cc2ccccc2Cl)c2ccccc21 (stereo unspecified)	-3	16	-3	5.3	-2	-3	3	6	-1
O=C(COC(=O)C1CC1)Nc1ccc(N=Nc2ccccc2)cc1	-11	-9	0	3.9	0	-2	85*	-3	-4
Cc1noc(C)c1CCC(=O)O	7	0	1	0.4	3	3	4	2	-6
Cc1ccc(S(=O)(=O)N2CCN(C(=O)COC(=O)/C=C/c3ccccc3)CC2)c(C)c1	2	x	-4	3.0	x	2	0	-4	x
O=C(CC1NCCN(Cc2ccccc2)C1=O)Nc1ccccc1 (stereo unspecified)	5	0	-5	-2.1	0	3	x	7	-3
Cc1nnc(SCC(=O)Nc2ccc(S(=O)(=O)N3CCCCC3)cc2)s1	-10	1	3	2.7	2	1	4	-2	-4
Cc1cccc(C)c1N1CCN(S(=O)(=O)N2CCOCC2)CC1	-5	-2	-6	4.8	-7	-1	-11	-7	4
CN(CC(=O)Nc1ccccc1C(F)(F)F)C(=O)c1cc(Cl)nc2ccccc12	10	1	-6	0.1	1	10	6	10	1
CCC(C)[C@H](NC(=O)N1CCn2c1nc1ccccc12)C(=O)NCC1CCCO1 (stereo partly specified)	-3	-3	0	1.3	-2	16	2	0	-7
O=C(/C=C/c1ccc(Cl)c(Cl)c1)NCCCn1ccnc1	4	-4	-2	4.7	0	14	4	0	3
OC(C#CCN1CCCC1)(c1ccccc1)c1cccnc1 (stereo unspecified)	7	-1	-4	-0.1	-4	-3	x	6	-5
Cc1ccc(NC(=O)COC(=O)c2ccc3c(c2)OCO3)cc1S(=O)(=O)N1CCCCC1	7	3	7	5.0	-5	-2	69*	-9	0
Cc1cc2c(cc1C)C(c1ccsc1)CC(=O)N2 (stereo unspecified)	-5	4	-2	1.6	1	12	2	-1	-1
CC(C)COC(=O)Nc1nnc(SCc2ccccc2F)s1	4	3	-3	2.1	-1	3	5	1	-2

Entries of single compounds from above:
Cc1noc(C)c1CCC(=O)O as listed: procasp3 activ = 7; core dimer inh = 0; PP1 inh = 1; PP5 inh = 0.4; TPT1 inhibitor = 3; AHR act = 3; PAFAH2 FP inh = 4; proCasp7 act = 2; CTSL1 counter = -6
CCC(C)[C@H](NC(=O)N1CCn2c1nc1ccccc12)C(=O)NCC1CCCO1 (stereo partly specified) as listed: procasp3 activ = -3; core dimer inh = -3; PP1 inh = 0; PP5 inh = 1.3; TPT1 inhibitor = -2; AHR act = 16; PAFAH2 FP inh = 2; proCasp7 act = 0; CTSL1 counter = -7

(further entries)
canonical_smiles	procasp3 activ	core dimer inh	PP1 inh	PP5 inh	TPT1 inhibitor	AHR act	PAFAH2 FP inh	proCasp7 act	CTSL1 counter
O=C(c1ccco1)N1CCN(CC(O)COc2ccc(Br)cc2)CC1 (stereo unspecified)	4	-12	1	3.1	-2	1	-7	-5	-6
COc1cc2cc(CN(Cc3cccnc3)C(=O)NCc3ccccc3)c(=O)[nH]c2cc1OC	-3	-1	-2	-0.3	-5	0	24	5	11
CCC(=O)NCc1csc(-c2cccs2)n1	1	-1	-1	0.8	-2	4	-4	2	0
CC1CCC2C(C1)Nc1c(C(=O)O)cccc1C2(C)C (stereo unspecified)	-4	8	0	-3.6	0	1	21	-10	2
O=C(N/N=C/c1cc(Cl)ccc1O)c1ccncc1	-8	-3	-1	3.8	20	21	7	-1	9
CCn1c(SCC(=O)Nc2ccccc2OC)nnc1-c1cnccn1	7	2	-5	-1.6	2	4	1	5	0
COc1ccc(NC(=O)CN(C)CC(=O)Nc2ccc3c(c2)CCC3)cc1	10	1	0	-0.2	-6	2	-1	0	3
Cc1ccc(S(=O)(=O)NCCC2=CCCCC2)cc1C(N)=O	4	5	-4	-0.8	0	0	4	10	0
CCCCN1C(=O)N(C)C2NC(=S)NC21 (stereo unspecified)	-2	2	-8	-0.3	-3	0	x	8	-4
COc1ccc(N2CCN(CC(O)c3c[nH]c4ccc(OC)cc34)CC2C)cc1 (stereo unspecified)	-3	-5	-5	1.5	-8	3	14	-2	-4
CCCC(=O)n1nc(-c2ccc(OC)cc2)nc1N	0	-1	-2	2.7	0	0	3	-3	3
COC(=O)Cc1c(C)nc(SCc2ccccc2)[nH]c1=O	0	13	-6	-3.4	-5	4	4	19	-2

Quoted from the listing:
PP5 inh, `OC(C#CCN1CCCC1)(c1ccccc1)c1cccnc1` (stereo unspecified) is entered as -0.1
TPT1 inhibitor, `Cc1ccc(NC(=O)COC(=O)c2ccc3c(c2)OCO3)cc1S(=O)(=O)N1CCCCC1` is entered as -5
procasp3 activ, `Cc1nn(C)c(C)c1S(=O)(=O)N(CC(=O)N1CCc2ccccc21)c1ccc(C(C)C)cc1` is entered as 12

(cont.)
canonical_smiles	procasp3 activ	core dimer inh	PP1 inh	PP5 inh	TPT1 inhibitor	AHR act	PAFAH2 FP inh	proCasp7 act	CTSL1 counter
CCc1nc(SCC(=O)N2CCOCC2)c2c(=O)n(C)c(=O)n(C)c2n1	3	19	-2	0.0	-5	3	5	1	1
COc1cc(C)c(C(C)C)cc1S(=O)(=O)NCCCn1ccnc1	0	-1	0	-0.1	-4	13	-1	-8	0
CN1CCN(C(CNC(=O)C(=O)Nc2ccc3c(c2)OCCO3)c2ccc(F)cc2)CC1 (stereo unspecified)	0	-1	-4	2.2	1	-2	0	8	1
CCCCC(=O)Nc1cccc(-c2nc3ncccc3o2)c1	1	-3	8	0.1	2	-10	5	7	6
CCN(CC(=O)Nc1c(F)cccc1F)C(=O)CSc1ccc(F)cc1	1	0	-3	1.0	1	-2	-1	-3	0
Cc1ccc2nc(NC(=O)C(NS(=O)(=O)c3cccc4nsnc34)C(C)C)sc2c1 (stereo unspecified)	3	6	0	0.6	-3	4	-6	-10	4
CCC(=O)Nc1cccc(NC(=O)CN2CCN(c3ccccc3OC)CC2)c1	1	-2	2	0.8	1	1	-1	9	1
COc1cc(C)c(/C=C(\C#N)C(=O)Nc2cccc(C)c2)cc1C(C)C	-39	-3	1	-1.0	-1	-1	-14	-6	-4
O=S(=O)(N1CCCCC1)N1CCCN(S(=O)(=O)N2CCCCC2)CC1	-9	-7	1	3.1	-2	-3	-3	-8	-1
CN(C)/C=N/c1ncc(C(=O)c2ccc(Cl)cc2)s1	2	-6	1	1.1	-2	3	5	1	1
COC(=O)c1cn[nH]c1N	5	-8	1	-0.2	-1	-3	0	1	-1
Cc1noc(C)c1COc1cccc(C(=O)OCC(=O)NC(=O)c2ccc(OC(F)F)cc2)c1	1	7	0	-1.0	-1	0	-1	-3	0
CC1=NN(Cc2c(C)nn(Cc3ccccc3)c2C)C(C)(C)C1	4	4	-7	-0.2	9	-3	-2	10	-4
CCc1sc(C(=O)Nc2cccc(-n3cnnn3)c2)cc1C	4	x	1	3.3	x	-3	2	9	x
COC(=O)c1sccc1NC(=S)N1CCN(C)CC1	-2	5	-5	1.0	-3	-1	1	4	1
COC(=O)c1ccc(C2CC(=O)Nc3cc(OC)c(OC)c(OC)c32)cc1 (stereo unspecified)	5	-7	1	1.0	0	-3	-2	-5	0
C=CCSc1n[nH]c(-c2ccc(OCCCC)cc2)n1	1	-3	3	3.6	0	14	3	0	4
CC(C)C1Cc2c(C#N)c(N)sc(=S)c2CO1 (stereo unspecified)	-15	29	1	-2.1	-17	10	3	-23	4
CCc1ccc2oc(-c3cc(N)ccc3Cl)nc2c1	1	-6	-1	4.5	-3	49*	3	5	1
COc1ccc(NC(=O)C(NC(C)=O)C(=O)NCc2ccccc2OC)cc1 (stereo unspecified)	2	-5	2	-0.4	-1	-1	0	1	0
O=S(=O)(c1ccc(Br)cc1)N1CCCC1	0	10	-4	-1.0	-1	-1	8	-12	-5
N#C/C(=C(\O)Cc1ccccc1)c1nc2ccccc2[nH]1	3	3	-2	-1.2	1	50*	9	3	0
COc1ccccc1NC(=O)C(=O)N/N=C/c1cccs1	1	7	-1	-0.2	2	47*	-1	-3	6
Cc1nc(NC(N)=S)sc1C(=O)Nc1ccccc1	-9	9	-4	-0.8	-1	105*	0	-8	0
Cc1csc(SCC(=O)Nc2cc(C(N)=O)cc(C(N)=O)c2)n1	14	x	x	x	x	0	-1	0	x
